HSF1 inh: HSF1 inhibitors in luciferase reporter cells, primary screen, cell-based, NIH3T3, luminescence | actives 0.77% (n = 300,000) | NIH3T3-HGL HSE-luciferase, MG132-induced, luminescence 8 h; active compounds read low | activity change, negative = inhibition, % at 7.5 µM (by protocol);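 active means more than half of replicate wells show activity change below -50%, luminescence cut by over half; inconclusive means some wells, but at most half, below -50%; inactive means no replicate well below -50%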;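 further: luciferase reports HSF-1 transcriptional activity via heat shock element; 0% = median of DMSO wells and -100% = zero luminescence signal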
KLF5 inhibitor: KLF5 expression inhibitors, primary screen, DLD-1 cells, luminescence | AID 1700, 2009 | inhibition, % at 5 µM | actives 0.23% (n = 290,000) | DLD-1 KLF5 promoter-luciferase reporter;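 active means inhibition above a per-plate limit of that plate's mean compound inhibition plus 3 SD, cut at about 60% in these data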;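 further: 0% = DMSO wells and 100% = LY294002 at 200 µM; higher means less KLF5 promoter-driven luciferase light; inactives centre near -14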
GSK3 alpha inh: blockers of GSK3A enzyme activity – biochemical, luminescence, cell-free homogeneous, HTS, primary screen; Glycogen synthase kinase-3 alpha (Homo sapiens), P49840; actives 0.1% (n = 320,000); GSK-3 alpha kinase, ADP-Glo luminescence, 60 min; AID 2650, 2010; inhibition, % at 10 µM;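 in the data active means inhibition above about 50%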;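 further: GST-tagged GSK-3 alpha with peptide substrate and 25 µM ATP; 0% = DMSO neutral wells and 100% = GW8510 positive control wells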
Target sequence (P49840 whole entry, looked up): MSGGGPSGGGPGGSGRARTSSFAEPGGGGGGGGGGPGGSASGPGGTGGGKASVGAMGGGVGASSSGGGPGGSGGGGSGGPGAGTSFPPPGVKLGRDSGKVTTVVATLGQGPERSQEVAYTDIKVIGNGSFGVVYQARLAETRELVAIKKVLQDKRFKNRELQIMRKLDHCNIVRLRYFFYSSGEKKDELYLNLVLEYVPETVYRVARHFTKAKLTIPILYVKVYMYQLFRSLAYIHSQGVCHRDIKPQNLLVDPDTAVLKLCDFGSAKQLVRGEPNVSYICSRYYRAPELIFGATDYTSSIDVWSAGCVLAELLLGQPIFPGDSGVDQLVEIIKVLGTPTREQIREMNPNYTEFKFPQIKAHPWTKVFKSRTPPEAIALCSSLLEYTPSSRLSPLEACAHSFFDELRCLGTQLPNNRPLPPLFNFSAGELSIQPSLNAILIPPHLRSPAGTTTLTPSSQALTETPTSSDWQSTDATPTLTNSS
aSyn UTR inh: MLPCN primary screen, SNCA 5' untranslated region; inhibition, % (tested at 7.5 µM); alpha-synuclein 5'UTR reporter, inhibitor activity; actives 0.82% (n = 300,000); in the data active means inhibition above about 60%; inconclusive means no clear call, values can overlap the other calls;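 further: H4 neuroglioblastoma cells stably carrying SNCA 5'UTR luciferase fusion; 0% = DMSO wells and 100% = positive control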
IEC-6 tox: cytotoxicity in IEC-6 intestinal epithelial cells, primary screen, cytotoxicity control for KLF5 inhibitor project, cell-based, luminescence; IEC-6 cytotoxicity, luminescence viability; inhibition, % at 5 µM; AID 1825, 2009; actives 0.78% (n = 290,000); in the data active means inhibition above about 22%;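 further: 0% = plate median of test compound wells and 100% = cytotoxic reference compound wells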
HSF-1 act: HSF-1 activators, primary screen, NIH3T3-HGL cells, MG132 stress, luminescence, single point | NIH3T3-HGL HSF-1 luciferase reporter, 8 h; 100% = twice DMSO control signal | actives 1.7% (n = 300,000) | AID 504408, 2011 | activation, % at 9 µM;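 active means mean replicate activation of at least 50% with a set share of replicates each reaching 50%; inconclusive means only one of those two conditions met; inactive means mean below 50% and too few replicates reaching it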;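 further: 0% = median of the neutral control wells and 100% = twice that signal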
HSP90 inh: HSP90 inhibitors, primary screen, cell lysate, luminescence; actives 0.91% (n = 290,000); Rabbit reticulocyte lysate, luciferase refolding luminescence, 3 h; AID 1789, 2009; inhibition, % at 5.6 µM;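 active means inhibition above the screen-wide mean plus 3 SD, computed separately per campaign, cut at about 16% in these data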;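 further: 0% = DMSO wells and 100% = 60 µM geldanamycin wells; inhibitors lower the luminescence because luciferase stays unfolded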
Dyrk1A ADPGlo: rat Dyrk1A kinase inhibitors, primary screen, biochemical, single point, plate reader. inhibition, % at 12.5 µM. ADP-Glo luminescence, NFATc1 peptide. Dual specificity tyrosine-phosphorylation-regulated kinase 1A (Rattus norvegicus), Q63470. AID 504441, 2011. actives 0.43% (n = 310,000); in the data active means inhibition above about 50%;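 further: plate controls were vehicle with enzyme for no effect and no enzyme for full effect; many of its hits are not listed in these tables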
Platelet DG rel: inhibitors of platelet dense granule secretion, primary screen, cell-based, MLPCN, human platelets | human platelet-rich plasma, SFLLRN dense granule ATP release, luminescence | actives 0.22% (n = 300,000) | inhibition, %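 (compounds screened at 7.5 µM in platelet-rich plasma)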;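 active means mean replicate score, as percent of positive control, at or above 50; inconclusive means mean below 50 but at least one replicate at or above 50; inactive means mean and every replicate below 50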
GSK3beta inhib: human GSK3beta kinase inhibitors, primary screen, biochemical, cell-free homogeneous, HTS | Glycogen synthase kinase-3 beta (Homo sapiens), P49841 | GST-GSK3beta kinase, ADP-Glo luminescence, 60 min; active compounds read low | activity score (negative = inhibition), % at 10 µM | actives 0.038% (n = 300,000);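 active means more than half of replicate wells score below -50%, meaning over 50% inhibition versus plate controls; inconclusive means some replicates but at most half score below -50%; inactive means no replicate scores below -50%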;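 further: 0% = median DMSO wells and -100% = median GW8510 positive control wells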
Target sequence (P49841 whole entry, looked up): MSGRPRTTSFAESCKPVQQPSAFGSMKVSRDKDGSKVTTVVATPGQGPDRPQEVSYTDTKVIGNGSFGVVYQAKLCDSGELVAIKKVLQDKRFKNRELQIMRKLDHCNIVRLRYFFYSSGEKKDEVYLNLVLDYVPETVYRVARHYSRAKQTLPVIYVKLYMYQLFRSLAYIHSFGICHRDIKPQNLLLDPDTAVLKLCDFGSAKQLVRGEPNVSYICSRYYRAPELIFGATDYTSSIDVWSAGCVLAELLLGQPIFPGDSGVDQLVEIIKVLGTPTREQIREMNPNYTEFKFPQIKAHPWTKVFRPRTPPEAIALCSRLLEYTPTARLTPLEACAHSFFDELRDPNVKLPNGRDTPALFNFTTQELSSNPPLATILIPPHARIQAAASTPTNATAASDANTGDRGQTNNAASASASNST
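test system = GST-tagged human GSK3beta kinase, cell-free | reagent = 25 µM ATP with peptide substrate | dosing = one dose of 10 µM per compound | schedule = 60 min reaction, RT | detection = luminescent ADP-Glo measurement of ADP formed | control set = DMSO neutral wells and GW8510 at 20 µM as positive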
An asterisk follows results filed as active; ? = inconclusive; · = no result given. An excerpt (hit frequency here may not be typical).

SMILES	HSF1 inh	KLF5 inhibitor	GSK3 alpha inh	aSyn UTR inh	IEC-6 tox	HSF-1 act	HSP90 inh	Dyrk1A ADPGlo	Platelet DG rel	GSK3beta inhib
CC(C)CCNC(=O)c1cccc(S(=O)(=O)N2CCc3ccccc32)c1	7.1	-19.8	-1.3	-0.7	-2.8	10.9	-5.2	0.9	4.7	1.6
CC(=O)/C=C\c1ccccc1OC(=O)c1cc2ccccc2oc1=O	21.2	-49.9	-3.3	-34.1	-3.4	29.1	2.7	-5.5	11.4	-2.6
CC(C)CCNC(=O)C1CCN(c2nnc(-n3cccc3)s2)CC1	3.1	-33.4	-2.1	-29.2	-1.4	20.1	-2.0	-2.1	-11.5	-0.7
COc1ccc(C(=O)OCC(=O)NCc2ccco2)cc1S(=O)(=O)N1CCN(c2cccc(Cl)c2)CC1	30.3	-7.3	-0.9	5.6	-0.9	43.4	3.2	-12.3	3.7	-1.0
Cc1ccc(C2c3c(oc4ccccc4c3=O)C(=O)N2CCCN2CCOCC2)o1 (stereo not drawn)	4.2	-11.7	1.4	-31.0	1.6	2.7	0.4	-7.7	1.2	1.1
Cc1ccc(S(=O)(=O)NC(C)(C)CSc2nncn2C)cc1	-2.7	6.0	-6.2	7.5	-2.4	-21.3	1.2	-1.3	15.6	2.1
CN(CC(=O)NCCc1ccc(F)cc1)Cc1cccc(Cl)c1	5.1	-16.6	-1.4	22.7	-0.7	15.8	-0.1	2.8	-0.3	3.4
O=C1CC(NCc2ccncc2)C(=O)N1c1ccccc1 (stereo not drawn)	-9.2	-5.1	2.1	-5.0	4.1	-16.3	1.9	2.6	3.3	-0.2
CCC1CCC(N2CCN(c3cccc(OC)c3)CC2)CC1 (stereo not drawn)	-3.2	-39.8	0.1	-2.8	-11.5	-15.1	-1.8	10.2	-3.6	0.3
O=C(CCc1c[nH]c2ccccc12)N=Nc1c(O)[nH]c2ccccc12	8.9	-21.2	·	3.7	1.2	10.6	-0.8	1.3	-1.1	-1.2
COc1ccc(S(=O)(=O)N2CCc3ccccc32)cc1OC	-5.3	-13.5	-2.8	5.3	-0.1	6.2	5.3	-9.0	-13.4	·
COc1ccc(/C=N/NC(=O)c2cc(C34CC5CC(CC(C5)C3)C4)[nH]n2)cc1O	-11.8	-31.8	-3.7	-1.6	-4.1	-10.7	-0.1	-1.2	-20.8	15.2
NC1CCCCC1N=Cc1c(O)n(CCc2ccc(F)cc2)c(=O)[nH]c1=O (stereo not drawn)	-3.7	-54.7	·	-2.3	1.5	-4.6	-0.9	2.0	0.4	2.9
Cc1snc2sc(C(=O)c3ccc(Br)cc3)c(N)c12	-0.4	-106.0	-3.2	-101.4	-8.9	23.8	-3.6	6.8	-0.6	-4.1
COc1ccc(/C=C/C(=O)NC(=S)NNC(=O)Cc2cccs2)cc1OC	-1.2	-29.9	5.6	5.1	2.4	-9.2	0.3	-6.2	-1.5	2.4
CCCc1cc(C(=O)NNC(=S)NCc2ccccc2)cs1	12.4	-13.1	·	-8.2	-0.8	3.3	0.1	-5.8	13.5	1.2
COc1ccccc1-n1c(=O)c(C#N)c(-c2ccc([N+](=O)[O-])cc2)c2cc(C(=O)c3ccccc3O)cnc21	0.0	-26.2	-1.2	20.0	-5.4	6.9	3.1	-3.8	-1.4	0.2
CCN(CC)c1ccc(/C=N/NC(=O)CNC(=O)C2COc3ccccc3O2)c(O)c1 (stereo not drawn)	-10.3	59.7	-4.0	55.4	51.7*	5.5	-6.1	18.3	2.3	1.7
COc1cccc(CNC(=O)c2ccc(Cl)c(NC3=NC4CS(=O)(=O)CC4S3)c2)c1 (stereo not drawn)	2.9	-12.1	1.2	0.0	-4.3	8.9	-5.4	-3.8	-9.8	0.7
O=C(CC1CCCCC1)NCCCN1CCOCC1	-1.2	-11.0	-2.7	6.1	-3.4	-7.4	0.1	-6.0	-2.1	3.3
Cc1sc2nc(C)n(/N=C/c3ccc(O)cc3)c(=O)c2c1C	-3.6	-3.9	-1.0	4.8	-1.0	1.9	1.5	2.3	-3.2	0.9
COc1ccccc1NC(=O)c1nnn(Cc2ccccc2)c1NC(C)=O	-1.7	-22.2	-1.7	17.7	-2.2	-3.4	-1.8	1.2	0.1	0.3
C(=C\c1nc(N2CCCCCC2)c2ccccc2n1)/c1ccccc1	7.7	-36.4	-2.1	-71.1	-2.6	14.3	-3.3	3.2	12.4	2.0
c1ccc(-c2ccccc2OCCN2CCCCC2)cc1	-5.1	-7.5	-1.2	13.7	3.1	-3.5	-2.5	-1.5	11.6	-2.5
O=C1C=C(Nc2ccccc2)C(=O)c2ccccc21	61.0	-166.3	-3.2	53.5	8.8	95.6*	2.9	2.2	1.0	2.4
Cc1ccc(C)n1-c1ccc(C(=O)/C=C/N(C)C)cc1	-5.1	13.9	0.3	-22.0	-2.3	9.5	2.9	·	-0.3	-2.4
COCCN1CN(S(=O)(=O)c2ccc(Cl)cc2)c2nc3ccccc3nc21	2.4	-55.4	4.5	19.9	1.1	1.2	0.3	-0.3	7.1	0.2
O=C(CSc1nc2c(sc3ccccc32)c(=O)n1CCc1ccccc1)NCc1ccco1	4.7	-36.3	-0.3	-22.6	1.5	8.2	4.8	6.1	-2.9	3.1
CC(=O)N/C(=C/c1ccccc1)C(=O)N1CCCCC1	?	12.2	-3.9	1.5	-0.3	-39.8	3.7	-6.6	-1.1	4.3
CCC(=O)NCCc1nc(-c2ccccc2)no1	-3.0	·	1.3	-28.7	·	-5.7	·	1.7	-2.1	1.6
COc1ccc(CCNC(=O)c2ccco2)cc1	·	-40.7	0.8	·	-3.8	·	-7.1	-7.7	·	-18.6
N#CC1=C(N)N(c2ccccc2)C(c2cccc([N+](=O)[O-])c2)C1(C#N)C#N (stereo not drawn)	0.8	2.8	7.8	46.7	3.0	27.0	-2.1	16.7	1.0	-4.9
CC(=O)c1ccc(NC(=O)COC(=O)CCc2ccc(S(=O)(=O)N3CCOCC3)cc2)cc1	2.7	-5.8	-1.8	-0.6	-0.5	-7.6	-1.0	-2.5	-2.4	-21.5
COC(=O)c1scc(C)c1NC(=O)c1ccccc1F	-1.6	-12.4	-0.3	2.6	1.1	-7.2	5.6	-4.8	1.5	0.3
COc1ccc(OC)c(S(=O)(=O)Nc2cccnc2)c1	8.6	-20.9	-3.1	19.8	-7.3	-8.3	1.2	9.7	-21.2	-1.8
O=C(O)c1ccc(-c2nc(-c3ccc(Cl)cc3)cs2)cc1	11.0	-217.5	·	-173.4	9.1	48.9	2.5	40.6	3.1	0.4
C=CCNC(=O)C12CC3CC(C1)CC(C(=O)NCC=C)(C3)C2	-3.9	-29.4	-0.4	9.8	-4.5	-2.0	4.7	-4.3	-2.2	-1.7
Cc1ccc(C(O)c2cccnc2)o1 (stereo not drawn)	1.6	16.8	3.6	12.5	2.8	7.3	0.1	0.9	6.7	1.1
CCOc1ccc(C(=O)NC(=S)Nc2ccc(N3CCOCC3)c(Cl)c2)cc1[N+](=O)[O-]	-12.5	-10.4	-0.8	-3.7	-4.6	-6.1	2.2	0.2	-4.1	2.6
CCOc1ccc(CNc2ccc3c(c2)nc(C)n3C)cc1	·	-11.5	-4.7	·	4.8	·	-2.4	4.9	·	·
COc1ccc(/C=N/NC(=O)C[n+]2ccccc2)c(OC)c1OC	-5.1	-9.6	-3.6	11.8	0.3	-0.2	-0.4	-1.5	3.2	-1.1
COc1ccc(N2CCN(C3CC(=O)N(Cc4ccc(N5CCCC5=O)cc4)C3=O)CC2)cc1 (stereo not drawn)	-5.7	-40.6	1.5	16.4	4.0	7.2	5.1	1.5	-0.6	4.9
Cc1ccc(NC(=O)CN(C)C(=O)c2nn(C)c(=O)c3ccccc23)cc1	5.5	-39.4	-1.8	-7.2	-5.0	-12.6	-0.6	5.0	-1.6	4.3
COC(=O)C(NC(=O)c1ccco1)(Nc1nc(C)cs1)C(F)(F)F (stereo not drawn)	-0.6	-20.1	-3.7	10.4	-8.1	-6.8	-1.8	1.7	-0.1	-1.6
CC1CCCN(S(=O)(=O)c2ccc(Cl)s2)C1 (stereo not drawn)	-13.4	-0.1	-2.3	3.2	-8.1	-4.2	-2.8	0.7	17.2	·
Cc1cccc(CN2CCN(CCCc3ccccc3)CC2)c1	-2.0	-15.8	-2.9	3.2	3.4	0.1	7.2	·	-1.2	0.5
O=C1NC(c2ccc(Cl)cc2)=COc2ccccc21	12.0	-3.6	0.2	5.9	1.5	19.9	0.7	·	14.0	5.7
CCNC(=S)N1CCN(CCNC2=CC(=O)CC(C)(C)C2)CC1	-8.7	-14.8	-0.9	-3.8	-0.2	-13.1	2.6	-3.9	9.2	0.7
CC1(C)CC(=O)C(N=Nc2cccc(S(=O)(=O)N3CCOCC3)c2)=C(O)C1	15.6	-23.5	-1.5	?	-12.8	39.2	7.6	12.8	5.6	-1.5
O=C(NCC1COc2ccccc2O1)c1ccc(-n2cncn2)c([N+](=O)[O-])c1 (stereo not drawn)	-4.4	·	-1.1	-4.3	·	-2.3	·	-4.3	-2.6	1.3

The listing continues:
SMILES	HSF1 inh	KLF5 inhibitor	GSK3 alpha inh	aSyn UTR inh	IEC-6 tox	HSF-1 act	HSP90 inh	Dyrk1A ADPGlo	Platelet DG rel	GSK3beta inhib
CCN(CC)C(=O)c1[nH]cnc1C(=O)Nc1ccc(OC)cc1	-1.1	·	-1.9	-4.4	·	-7.4	·	3.4	0.3	4.5
Cc1cnc(C(=O)OCC(=O)c2csc(N3CCCCC3)n2)cn1	5.9	-49.4	-6.6	-39.5	-2.9	10.7	-0.8	6.7	3.0	0.9
Cc1sc2ncnc(NCC(c3ccco3)N(C)C)c2c1C (stereo not drawn)	1.6	-24.3	0.0	10.5	0.3	-17.2	-2.5	12.8	-8.5	1.0
COc1cc(-c2n[nH]c(=S)n2-c2cccc(C(F)(F)F)c2)cc(OC)c1OC	5.3	-34.3	·	25.5	2.0	-9.4	-0.3	-5.1	10.0	1.4
O=C(OCc1csc(-c2ccccc2)n1)c1cccs1	51.6	-20.4	1.7	-43.0	-1.7	91.4*	1.7	4.3	-8.9	1.1
CCC1(C)Cc2c(C#N)c(N)n(-c3ccccc3)c(=O)c2CO1 (stereo not drawn)	-13.3	-15.6	4.5	10.0	1.2	-31.8	-2.4	-4.5	-1.3	-1.8

Source: PubChem BioAssay
